Bioassay records from PubChem BioAssay.
Pf Dd2 growth: qHTS Primary assay for Inhibitors of Plasmodium falciparum Dd2 growth in vitro; P. falciparum Dd2 growth, SYBR Green, 72 h; 4.3% of 120,000 active; Potency, µM (highest dose often 28.9 µM), without a hit: at the top dose activity, negative = inhibition, hits mostly inhibitors; active = well fitted inhibition curve with a large enough effect; inconclusive = small, poorly fitted or top-dose-only effect; inactive = no such curve, though single readings can be large or run the other way;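 also: plate controls were DMSO vehicle for no effect and reference drug for full effect; nearly all actives have a fitted effect of over 65% in size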
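Infected erythrocytes (Dd2, 0.3% parasitemia, 2.5% hematocrit final) are added to compound in RPMI-1640/Albumax II medium, grown 72 h at 37C in low oxygen, then lysed with saponin/Triton-X containing SYBR Green and read by fluorescence.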
The depositor's hits bear a star; i = inactive; ? = inconclusive; [ ] = dose if it differs, or a comment. Potency is read from the fitted curve at half-maximal effect. Some of the compounds tested; the hit share may differ from the screen's.

SMILES | Pf Dd2 growth
COc1ccc(NC(=O)Cn2ccn3nc(-c4ccc(F)cc4)c(CO)c3c2=O)cc1OC | ?
Cc1nc(SCc2ccccc2Cl)c(C#N)c(C)c1C | -22%
O=C(NCCN1CCCC1)c1cnc2c(c1)N(C(=O)Cc1cccc(C(F)(F)F)c1)CCC2 | ?
CCN1C(=O)CCN(C(C)=O)CC12CCOCC2 | 11%
Cc1ccc(Cc2cn3cc(-c4ccc(F)cc4)nc3s2)cc1 | 24%
C[C@@H]1CN(C(=O)c2scc3c2CCCC3)C[C@@]1(O)C1CC1 | -18%
Cc1cccn2c(=O)c(/C=C(\C#N)c3nc4ccccc4s3)c(Oc3ccc(Br)cc3)nc12 | -22%
CC(C)c1nc(CNC(=O)c2ccc(NC3CCCCC3)nc2)no1 | -26%
COc1c(F)cc(CN2CCCC3(CCNC3)C2)cc1F (stereo not drawn) | ?
CC(C)CNc1ccc2c(n1)C(C)(C(=O)NC1COC1)CN(Cc1ccccc1)C2 (stereo not drawn) | ?
Cc1cccc(CC(=O)N2CC(c3nc(CCc4ccccc4)no3)C2)c1 | -8%
Cc1cccc(C)c1NC(=O)Cn1cc(C(=O)c2ccco2)c2ccccc21 | -17%
Cc1cc(C)n(CC2(CNC(=O)c3cc(S(N)(=O)=O)ccc3F)CC2)n1 | 0%
CCN1C(=O)COC[C@@H]1[C@H](O)c1ccc(NC(=O)c2ccco2)cc1 | -22%[44.1 µM]
CN(C)S(=O)(=O)c1ccc2c(c1)N(CC(=O)NCc1cccc(Br)c1)C(=O)CS2 | 13%
Oc1ccccc1CNC[C@H]1O[C@H](Cc2cc(CN3CCN(c4ccccc4)CC3)on2)CC[C@@H]1O | ?
CCOc1ccc(CNC(=O)C2CCN(c3nn4c(=O)cc(C)nc4s3)CC2)cc1 | 22%
Cc1ccc(Cn2c(C3CCN(C(=O)c4ccc(C)s4)CC3)n[nH]c2=O)cc1 | 11µM*
O=C(NCc1ccncc1)C1CN(S(=O)(=O)c2ccc(F)cc2)CC12CCOCC2 (stereo not drawn) | -12%
c1ccc2c(c1)cnn2CCCNc1ncncn1 | 3%
CC(C)(C)CC(=O)NC1CCN(c2cnn(CC3CC3)c(=O)c2)CC1 | -6%
CCOC(=O)c1[nH]c2ccccc2c1NC(=O)c1ccccc1OC | i
CCc1nn(CC(=O)N2CCN(c3cc(C)ccc3C)CC2)c(=O)c2cc3occc3n12 | 14%
CC1(c2ccccc2)N(Cc2ccccc2C#N)C(=O)OC12CCN(C(=O)Cc1ccccn1)CC2 (stereo not drawn) | i
COc1ccccc1NC(=O)c1sc2nc3c(cc2c1N)CCCCCC3 | i
COc1ccccc1C(=O)N1CCCC2(CC(c3ccccn3)=NO2)C1 (stereo not drawn) | 15%
Cc1[nH]ncc1C(=O)N1CCOC(Cc2ccc(F)cc2)C1 (stereo not drawn) | -6%
COc1ccc(Nc2ccc3c(n2)CN(Cc2ccccc2)C(=O)CO3)cn1 | i
O=C(Nc1ccccc1)[C@@H]1C[C@H](c2ccc(F)cc2)N([S+](=O)([O-])C2CC2)C1 | ?
CNC(C)c1cccc(OC)c1 (stereo not drawn) | ?

Looked up by structure from above, 2 records:
SMILES | Pf Dd2 growth
CCc1nn(CC(=O)N2CCN(c3cc(C)ccc3C)CC2)c(=O)c2cc3occc3n12 | 14%
CC(C)(C)CC(=O)NC1CCN(c2cnn(CC3CC3)c(=O)c2)CC1 | -6%

Further compounds follow.
SMILES | Pf Dd2 growth
COc1ccc(C2=NS(=O)(=O)N(C)C(C(=O)Nc3ccc(OC(F)(F)F)cc3)=C2)cc1 | -13%
COc1cc(F)ccc1-c1ccc(COc2ccc3c(cnn3CCC(=O)O)c2)cc1 | -20%[44.1 µM]
Cc1cccc(NC(=O)C2CCCN(c3nnc(-n4c(C)ccc4C)s3)C2)c1C (stereo not drawn) | ?
CNCC(=O)N[C@@H]1C=C(C(=O)N[C@H](CC(C)C)C(N)=O)C[C@@H](O)[C@@H]1O | -4%[44.1 µM]
CCc1csc(CNC2CCN(C(=O)c3ccccc3)CC2)n1 | 16%
CC(C)CCNC(=O)c1c(OCC2CC2)cc(=O)n2c1CCCCC2 | 11%
COc1ccc2[nH]c3c(c2c1)CCN(C)C31CCN(C(=O)c2cn(C)cn2)CC1 | -10%
Cc1cc(C)nc(N2CC3(COCC(=O)N(Cc4cccc(OC(F)(F)F)c4)C3)C2)n1 | ?
COCCn1c(C)nnc1-c1cc(-c2cccc(N(C)C)c2)ccn1 | ?
CC(C)CCN1CCOc2cc(C(=O)NCc3ccccc3)ccc2C1 | -11%[44.1 µM]
Cc1ccc2nc3c(c(Nc4ccc(C)c(C)c4)c2c1)CCC3 | ?
COc1ccc(-c2cc([C@H]3CN4CC[C@H]3C[C@@H]4CNS(=O)(=O)c3cccs3)n(C)n2)cc1 | i
O=C(Cn1cc(S(=O)(=O)c2ccccc2)c(=O)c2cc(Cl)ccc21)Nc1ccc2c(c1)OCO2 | 8.9µM*
Cc1ccc(S(=O)(=O)N2CCCC(CCC(=O)NCCCc3ccccc3)C2)cc1 (stereo not drawn) | -4%
Cn1ccc(NC(=O)c2ccc3c(c2)NC(C)(COc2ccccc2)CO3)n1 (stereo not drawn) | i
Cc1ccc(NC(=O)Cn2c(=O)n(Cc3nc(C)no3)c(=O)c3ccccc32)c(Cl)c1 | -17%[5.79 µM]
CN1CCC(OC2CCN(C(=O)COc3ccc(Cl)cc3)CC2)CC1 | ?
COc1ccc(-c2noc(CC3CCN(C(=O)Cc4ccsc4)CC3)n2)cc1 | i
CCCN(CC1CC1)C(=O)c1c(OCC2CC2)cc(=O)n2c1CCCCC2 | 15%
CCn1cc(C(=O)N2C[C@@H](CO)[C@H](c3ccccn3)C2)cn1 | 9%
COc1ccc(-c2nc(CN3CC[C@H]4CC[C@@H](C3)N4)c(C)o2)c(OC)c1C | ?
Cc1ccc(-c2nnc(C3CN(C(=O)C4(c5ccccc5)CC4)CC34CCOCC4)o2)cc1 (stereo not drawn) | i
COc1cc(F)cc(-c2ncc3c(n2)OCCN(C)C3=O)c1 | i
COCCNC(=O)c1cc(-c2ccc(F)cc2OC)cc2ncn(C)c12 | 7%[44.1 µM]
CN1CCCCC(CC(=O)NCc2ccc(Cl)cc2)C1=O (stereo not drawn) | -2%
COc1ccc(Cl)cc1C(=O)N1CCc2c(nc3cc(-c4ccccc4)[nH]n3c2=O)C1 | i
CC1CCN(CC[C@@H]2CC[C@H](O)[C@@H](C(=O)Nc3ccccc3)O2)CC1 | i
CC(C)(C)CC(=O)N1CCC(C(NC(=O)c2ccccc2)C(=O)NCc2ccco2)CC1 (stereo not drawn) | ?
O=C(Nc1ccccc1F)NC1CCN(C(=O)N2CC3CC(C2)[C@H]2CCCC(=O)N2C3)CC1 (stereo partly drawn) | -22%
CC1CCN(C(=O)[C@@H](C)C2CC[C@@]3(C)CC[C@H](NC(=O)c4cnccn4)[C@@H](C)[C@@H]3[C@H]2O)CC1 (stereo partly drawn) | -25%
Cc1ccc(NC(=O)Cn2ccn3nc4c(c3c2=O)CC(C)CC4)cc1 (stereo not drawn) | -25%
Cc1ccccc1NC(=O)c1cn(-c2ccccc2)nc1-c1ccccc1 | ?
CC1=C(C(=O)Nc2ccc(C)cc2C)C(C(C)C)n2nc(SCc3ccccc3Cl)nc2N1 (stereo not drawn) | 41%[activator]
Cc1cc(F)ccc1NC(=O)c1c(C)oc2c1C1=NCCN1C=N2 | -23%
CCC[C@@H]1CN(C(=O)CCc2c(C)nn(C)c2C)C[C@H]1NS(C)(=O)=O | -6%
COc1ccccc1NC(=O)N1C[C@@H]2C[C@H](C1)c1ccc(-c3ccccc3C)c(=O)n1C2 | -28%[44.1 µM]
COc1ccc(CNCC2(COc3cccnc3)C[C@@H](O)[C@@H](O)C2)cc1 (stereo partly drawn) | -17%[44.1 µM]
CCOc1ccc(-n2c(SCC(=O)N3CCc4ccccc43)nc3c([nH]c4ccccc43)c2=O)cc1 | 24%
Cc1cccc(OCC(=O)Nc2ccccc2C(=O)OCc2cc(=O)n3nc(C4CC4)sc3n2)c1 | 7%
CC1=C(C(=O)Nc2cccc(C(F)(F)F)c2)C(c2ccccc2)n2ncnc2N1 (stereo not drawn) | i
CN(C)CCNC(=O)c1c(OCC2CC2)cc(=O)n2c1CCOCC2 | -12%
O=c1c(N2CCN(c3ccccc3)CC2)csc2ccc(Cl)cc12 | 11%
Cc1nnnn1CC(=O)N1CCCC(c2ccccc2)(c2ccccc2)C1 | -8%
Cc1cc(COc2ccccc2)oc1C(=O)N1CCn2nc(C(C)O)cc2C1 (stereo not drawn) | -12%
Cc1cc(=O)n(CC(=O)Nc2c(C)cccc2C)c(-c2ccc(F)cc2)n1 | i
N#Cc1cccc(CN2Cc3[nH]cnc3C[C@H]2c2nc(-c3cccc([N+](=O)[O-])c3)no2)c1 | 13µM*
Cc1nc2ccc(Cl)cn2c1C(=O)N1CCC2(CCCN(C)C2=O)C1 (stereo not drawn) | -5%
O=C(c1cc2c(s1)CCC(C(=O)N1CCN(C3CCCCC3)CC1)C2)N1CCCC1 (stereo not drawn) | -21%
CCOC(=O)c1ccc(NC(=O)c2cccn(Cc3ccc(C)cc3)c2=O)cc1 | 36%[activator]
Cc1ccc(-c2cc3c(ccn3Cc3cccnc3)c(C3=CCOCC3)n2)cn1 | -8%[44.1 µM]
CCc1c(CN2CCN(c3ccccc3F)CC2)csc1C | -1%
COCCNC(=O)Cn1nc(N2CCN(c3ccccc3OC)CC2)ccc1=O | 21%
Cc1ccc(NC(=O)Cn2nc(-c3ccccc3)nc(Cc3ccc(Cl)cc3)c2=O)cc1 | 87%[activator]
O=C(COc1ccccc1)N[C@@H]1C[C@H](Cn2cc(-c3cccnc3)nn2)[C@@H](O)[C@H]1O | -2%
CCCn1c(=N)c(C(=O)NCc2cccnc2)cc2c(=O)n3cc(C)ccc3nc21 | -5%
Cc1ccc(-n2ncc(C(=O)Nc3ccc(C)c(F)c3)c2C2CCN(C(=O)OC(C)(C)C)CC2)cc1C | -16%
O=C(NC1CCN(c2ccc(=O)n(CC3CC3)n2)CC1)c1cnccn1 | 0%
C[S+](=O)([O-])Nc1cccc(-c2cc(-c3cccnc3)c3cncn3c2)c1 | ?
Cc1cc(Cl)ccc1S(=O)(=O)N1CCn2c(nn(CC3CC3)c2=O)C1 | i
O=C(CCc1ccc2c(c1)OCO2)NC1CC(=O)N(CC2CCCCC2)C1 (stereo not drawn) | -22%

15 successive compounds already listed:
SMILES | Pf Dd2 growth
COc1ccc(NC(=O)Cn2ccn3nc(-c4ccc(F)cc4)c(CO)c3c2=O)cc1OC | ?
Cc1nc(SCc2ccccc2Cl)c(C#N)c(C)c1C | -22%
O=C(NCCN1CCCC1)c1cnc2c(c1)N(C(=O)Cc1cccc(C(F)(F)F)c1)CCC2 | ?
CCN1C(=O)CCN(C(C)=O)CC12CCOCC2 | 11%
Cc1ccc(Cc2cn3cc(-c4ccc(F)cc4)nc3s2)cc1 | 24%
C[C@@H]1CN(C(=O)c2scc3c2CCCC3)C[C@@]1(O)C1CC1 | -18%
Cc1cccn2c(=O)c(/C=C(\C#N)c3nc4ccccc4s3)c(Oc3ccc(Br)cc3)nc12 | -22%
CC(C)c1nc(CNC(=O)c2ccc(NC3CCCCC3)nc2)no1 | -26%
COc1c(F)cc(CN2CCCC3(CCNC3)C2)cc1F (stereo not drawn) | ?
CC(C)CNc1ccc2c(n1)C(C)(C(=O)NC1COC1)CN(Cc1ccccc1)C2 (stereo not drawn) | ?
Cc1cccc(CC(=O)N2CC(c3nc(CCc4ccccc4)no3)C2)c1 | -8%
Cc1cccc(C)c1NC(=O)Cn1cc(C(=O)c2ccco2)c2ccccc21 | -17%
Cc1cc(C)n(CC2(CNC(=O)c3cc(S(N)(=O)=O)ccc3F)CC2)n1 | 0%
CCN1C(=O)COC[C@@H]1[C@H](O)c1ccc(NC(=O)c2ccco2)cc1 | -22%[44.1 µM]
CN(C)S(=O)(=O)c1ccc2c(c1)N(CC(=O)NCc1cccc(Br)c1)C(=O)CS2 | 13%

Going on with the list:
SMILES | Pf Dd2 growth
N#Cc1ccccc1Cn1c(=O)n(-c2ccc(F)c(Cl)c2)c(=O)c2sccc21 | 30%[activator]
COc1ccc(-c2cnc([C@@H]3COCCN3Cc3nc4ccccc4n3C)[nH]2)cc1 | ?
O=C(C1CCCC1)N1Cc2ccccc2CC2(CCN(Cc3ccncc3)CC2)C1 | ?
CCCNC(=O)c1cc2nc(-c3ccc(Br)cc3)cc(C(F)(F)F)n2n1 | -23%
CCOCCCNC(=O)CN1CCCc2nc(C3CC3)ncc2C1=O | 5%
COc1cccc(C2Cn3nnc(-c4nc(-c5ccccc5Cl)no4)c3CO2)c1 (stereo not drawn) | i
CC(C)C(=O)N1CC[C@@H]2COCCN(Cc3cccnc3)[C@@H]2C1 | 18%
COc1c(F)ccc(C(=O)NC2CC(=O)N(CCc3ccc(F)cc3)C2)c1F (stereo not drawn) | 15%
CC(C)CC(=O)N1CCOCC12CCN(Cc1cccc(C#N)c1)CC2 | i
COc1cccn(CC(=O)N2CCN(C)C3(CCNCC3)C2)c1=O | -13%
O=c1[nH]nc2n1CCC(NS(=O)(=O)Cc1ccc(F)cc1)CC2 (stereo not drawn) | 24%
O=c1c2oc3ccccc3c2n(Cc2ccccc2Cl)c(=O)n1Cc1ccco1 | 8%
Cn1c(CCNC(=O)c2ccco2)nc2cc(NC(=O)COc3ccc(Cl)cc3)ccc21 | -4%
Cc1ccc(CNC(=O)c2ccc(-c3nc(CS(=O)c4ccccc4)c(C)o3)cc2)cc1 (stereo not drawn) | i
Cc1cccc(-c2nc(SCC(=O)NCc3ccco3)c3c(=O)n(C)c(=O)n(C)c3n2)c1 | 24%
Cn1nccc1CN1CCC2(CC1)CC(=O)c1ccc(Cl)cc1O2 | i
O=C(O)CCC(=O)N[C@H]1CCN2C(=O)c3cc(-c4ccc5c(c4)OCO5)ccc3NC(=O)[C@H]12 | -12%
CCc1ccc(C(=O)N2CCC3(CC2)N=C(c2ccc(Br)cc2)NO3)cc1 | -1%
